CXCR6 block = blocks human CXCR6 beta-arrestin recruitment | inhibition, % at 20 µM | O00574 | CHO-K1 PathHunter CXCR6 beta-arrestin, luminescence | actives 0.36% (n = 360,000); in the data active = inhibition above about 34%, passing the limit was not always enough;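 note: antagonist mode with CXCL16 agonist at 10 nM final; 0% = 10 nM CXCL16 with DMSO and 100% = unstimulated wells without agonist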
Target sequence (O00574 whole entry, looked up): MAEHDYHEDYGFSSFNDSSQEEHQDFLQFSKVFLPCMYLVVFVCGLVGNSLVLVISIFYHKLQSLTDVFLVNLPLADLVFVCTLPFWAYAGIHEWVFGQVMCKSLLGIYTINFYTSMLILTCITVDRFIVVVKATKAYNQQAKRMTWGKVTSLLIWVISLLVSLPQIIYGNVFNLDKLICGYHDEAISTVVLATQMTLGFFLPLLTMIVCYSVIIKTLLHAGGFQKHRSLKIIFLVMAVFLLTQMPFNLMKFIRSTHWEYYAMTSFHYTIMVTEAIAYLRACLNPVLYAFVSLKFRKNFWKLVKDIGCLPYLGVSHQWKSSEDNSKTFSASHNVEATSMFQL
* = called active by the depositor. This is a subset, so the mix of outcomes need not match the whole.

Preview, 14 compounds:
SMILES | CXCR6 block
O=c1[nH]cc(F)c(=O)n1C1OC(CO)C(O)C1O (stereo unspecified) | 4
C=CCNc1ncnc2c1ncn2[C@H]1CN(Cc2ccccc2)C[C@@H](COC(C)=O)O1 | -3
CCNC(=O)C1(C)CCN(C(=O)c2cccc(C#N)c2)C1 (stereo unspecified) | 4
CCCOc1ccc(C(=O)CCC(=O)OCC(=O)N2CCN(S(=O)(=O)c3ccc(C)cc3C)CC2)cc1 | -5
COc1ccc(/C=C2/N=C(SCC(=O)Nc3cc(C)on3)N(c3ccccc3)C2=O)cc1 | 2
O=C1NC(=S)S/C1=C\c1ccc(SCc2ccccc2)o1 | 16
CC(C)CCNC(=O)C(c1ccco1)N(Cc1cccs1)C(=O)Cn1nnc2ccccc21 (stereo unspecified) | -7
CCCCN(C=O)c1c(CC)nc2c(OCc3ccc(Cl)cc3Cl)cccn12 | 10
c1cc2c3c(cccc3c1)-c1cnccc1-2 | -12
CC1=C(C(=O)N(C(C)C)C(C)C)CC(CC(=O)NC2CCCCC2)C(=O)N1Cc1ccccc1 (stereo unspecified) | 2
O=C(N[C@H]1c2ccccc2C[C@H]1O)[C@H]1O[C@@H](n2ccc(=O)[nH]c2=O)[C@H](O)[C@@H]1O | 4
NC(=O)C1CC(=O)N(c2ccc(OCC(=O)N3CCCC3)cc2)C1 (stereo unspecified) | -1
O=C(NCc1ccccc1)c1cc(C2CCCN(S(=O)(=O)c3cccs3)C2)on1 (stereo unspecified) | 0
CCOc1ccc(C(=O)NCC(=O)NCCSc2ccc(Br)cc2)cc1OCC | -11

All compounds of this part, from the start:
SMILES | CXCR6 block
O=c1[nH]cc(F)c(=O)n1C1OC(CO)C(O)C1O (stereo unspecified) | 4
C=CCNc1ncnc2c1ncn2[C@H]1CN(Cc2ccccc2)C[C@@H](COC(C)=O)O1 | -3
CCNC(=O)C1(C)CCN(C(=O)c2cccc(C#N)c2)C1 (stereo unspecified) | 4
CCCOc1ccc(C(=O)CCC(=O)OCC(=O)N2CCN(S(=O)(=O)c3ccc(C)cc3C)CC2)cc1 | -5
COc1ccc(/C=C2/N=C(SCC(=O)Nc3cc(C)on3)N(c3ccccc3)C2=O)cc1 | 2
O=C1NC(=S)S/C1=C\c1ccc(SCc2ccccc2)o1 | 16
CC(C)CCNC(=O)C(c1ccco1)N(Cc1cccs1)C(=O)Cn1nnc2ccccc21 (stereo unspecified) | -7
CCCCN(C=O)c1c(CC)nc2c(OCc3ccc(Cl)cc3Cl)cccn12 | 10
c1cc2c3c(cccc3c1)-c1cnccc1-2 | -12
CC1=C(C(=O)N(C(C)C)C(C)C)CC(CC(=O)NC2CCCCC2)C(=O)N1Cc1ccccc1 (stereo unspecified) | 2
O=C(N[C@H]1c2ccccc2C[C@H]1O)[C@H]1O[C@@H](n2ccc(=O)[nH]c2=O)[C@H](O)[C@@H]1O | 4
NC(=O)C1CC(=O)N(c2ccc(OCC(=O)N3CCCC3)cc2)C1 (stereo unspecified) | -1
O=C(NCc1ccccc1)c1cc(C2CCCN(S(=O)(=O)c3cccs3)C2)on1 (stereo unspecified) | 0
CCOc1ccc(C(=O)NCC(=O)NCCSc2ccc(Br)cc2)cc1OCC | -11
CCCCN1C(=O)C(CC(=O)NCc2ccco2)CC(C(=O)N(C)C)=C1C (stereo unspecified) | -5
O=C(O)CCC(C(=O)O)N1C(=O)C2C3CCC(C3)C2C1=O (stereo unspecified) | -4
OC[C@@H]1CN(Cc2ccc(-c3ccccc3)cc2)C[C@H](n2cnc3c(N4CCCC4)ncnc32)O1 | -2
Cc1cc(NC(=O)c2csc([C@@H]3O[C@H](CO)[C@H](O)[C@H](O)[C@H]3O)n2)n(C)n1 | 8
CCOC(=O)[C@]12CCCC=C1N(Cc1cccc3ccccc13)C(=O)[C@H](CC(=O)N1CCSCC1)C2 | 6
C=CCOc1ccc(Cl)cc1-c1noc(-c2csc([C@H]3C[C@H](O)[C@@H](CO)O3)n2)n1 | -1
CCCn1c(=S)[nH]c2cc(C(=O)NCc3ccccc3OC)ccc2c1=O | -8
COc1ccc(CNc2ccc(N3CCN(C(C)=O)CC3)cc2)cc1OC | -13
CC(Sc1nc(-c2ccccc2)c(-c2ccccc2)[nH]1)C(=O)NCC1CCCO1 (stereo unspecified) | 5
NC(Cc1ccc(C(F)(F)F)cc1)c1csc(NC(=O)Nc2ccccc2)n1 (stereo unspecified) | -11
CCN(CC(=O)Nc1cccc(OC)c1)C(=O)C1CC(=O)N(Cc2ccccc2Cl)C1 (stereo unspecified) | 4
C[C@@H]1O[C@H](C2CCCC2)Cc2[nH]c(=S)[nH]c(=O)c21 | -9
CC(C)C[C@H](NC(=O)c1[nH]cnc1C(=O)Nc1ccccc1F)C(=O)OC(C)(C)C | 15
O=C(NCc1ccncc1)[C@@H]1CCCN1C(=O)[C@@H]1CCCN1 | 0
Cc1cnc(C(=O)N(c2ccccc2)C(c2ccccc2)c2nc3ccccc3[nH]2)cn1 (stereo unspecified) | -5
COC(=O)[C@H](Cc1ccccc1)NC(=O)/C=C/[C@H]1O[C@@H](n2cc(C)c(=O)[nH]c2=O)C[C@@H]1O | -8
O=C(O)C(=Cc1ccccc1[N+](=O)[O-])c1ccccc1 | -5
CCCOc1ccc(F)cc1-c1cc(C(=O)NCc2ccc(F)cc2)[nH]n1 | -9
CC1=C(C(=O)N2CCOCC2)CC(CC(=O)NC2CCCCC2)C(=O)N1Cc1ccc(F)cc1 (stereo unspecified) | 1
CCC(=O)N1CCC1(C)C(=O)Nc1ccc(OC(F)F)cc1 (stereo unspecified) | 1
NC(=O)c1ccc(N=Cc2ccc([N+](=O)[O-])s2)cc1 | -23
CCOC(=O)C1(C(=O)OCC)NC(=O)CC1CC(C)C (stereo unspecified) | 2
O=[N+]([O-])c1ncn(Cc2c(Cl)cccc2Cl)n1 | -4
CCc1cnc(Nc2nc(C(N)Cc3ccc(Cl)cc3)cs2)nc1 (stereo unspecified) | 3
COc1ccc(C=NCCc2ccc(OC)c(OC)c2)cc1OC | -2
COc1ccc(Nc2nc(-c3c(C)nc4ncccn34)cs2)cc1 | -13
FC(F)(F)Oc1ccccc1C(c1nnnn1Cc1ccccc1)N1CCN(C/C=C/c2ccccc2)CC1 (stereo unspecified) | 23
COc1cccc(NC(=O)N(C)C[C@H]2Oc3cc(Br)ccc3S(=O)(=O)N([C@H](C)CO)C[C@H]2C)c1 | -3
Oc1ccc(C[C@H]2CNC(=S)N2CC2CCCN2C[C@H](Cc2ccccc2)N2C[C@H](Cc3ccc(O)cc3)N(CC3CCCCCC3)C2=S)cc1 (stereo partly specified) | 2
Nc1ccn([C@@H]2O[C@H](C(=O)N3CCCN(Cc4cccs4)CC3)[C@@H](O)[C@H]2O)c(=O)n1 | -6
CCc1nc2c(OCc3ccc(C(F)(F)F)cc3)cccn2c1N(C)C(=O)c1ccco1 | 3
COc1ccc(NS(=O)(=O)c2cccc(C(=O)N/N=C(/C)c3ccc(-n4ccnc4)cc3)c2)cc1 | 3
CC1(C(=O)NS(=O)(=O)c2cccc(Cl)c2)CCN1C(=O)COc1ccc(Cl)cc1 (stereo unspecified) | -5
OCCN(Cc1ccccn1)Cc1ccccn1 | -19
CC1(C(=O)NS(=O)(=O)c2cccs2)CCN1C(=O)Cc1ccc(-c2ccccc2)cc1 (stereo unspecified) | 6
COC(=O)c1sc(C(F)(F)F)c(-c2ccccc2)c1S(=O)(=O)N1CCOCC1 | 6
Cc1cc(C)n2cc(CSc3nnc(-c4ccccc4)c(-c4ccccc4)n3)nc2n1 | 1
CC(C)Cn1c(SC(C)C(=O)Nc2ccc3c(c2)OCCO3)nc2ccccc2c1=O (stereo unspecified) | 7
COCCCN(C(=O)CSc1nc2ccccc2c(=O)n1C)c1c(N)n(Cc2ccccc2)c(=O)[nH]c1=O | 0
C1CCN2CC3CC(CN4CCCC[C@@H]34)[C@H]2C1 | 4
Cc1cccc(CSCC(=O)N2CCN(S(=O)(=O)c3ccccc3C#N)CC2)c1 | -2
O=C(N/N=C/c1c(O)ccc2ccccc12)C(=O)N1CCCC1 | -5
Clc1cccc(Cc2c(-c3cccc(Cl)c3)nc3c4ccccc4ccn23)c1 | 9
O=C(Cc1cccc(NC(=O)C2CCCN(C(=O)C3CCCCC3)C2)c1)Nc1cccc(C(=O)N2CCCCC2)c1 (stereo unspecified) | 1
COc1ccc(Cc2nc3ccc(C(=O)NCCSC)cc3o2)cc1 | -2
COc1ccc(Cl)cc1-c1cc(C(=O)Nc2cc(OC)c(OC)c(OC)c2)[nH]n1 | -6

Carrying on:
SMILES | CXCR6 block
COc1ccc2c(c1)oc(=O)c1c3ccccc3[nH]c21 | -4
Cc1cccc(N(C)C(=O)c2cc3cc4ccc(C)cc4nc3o2)c1 | 10
COc1ccccc1CCC(=O)Nc1ccc2c(c1)c(=O)n(C)n2Cc1ccc(F)cc1 | -5
CN(C)c1ccc(-c2cc(NC=O)c3ncc(-c4ccc(F)c(Cl)c4)n3c2)cc1 | 2
C[C@H](CO)N1C[C@H](C)[C@H](CN(C)C(=O)Cc2ccccc2)OCc2cnnn2CCCC1=O | 7
c1ccc2c(c1)OC1OC2Oc2ccccc21 | 3
O=C(COC(=O)Cc1n[nH]c(=O)c2ccccc12)Nc1c(Br)cc([N+](=O)[O-])cc1Br | -14
O=[N+]([O-])c1ccc(NN=Cc2cccc3ccccc23)cc1 | -11
Cc1nc2ccccc2c(C(=O)O)c1-c1ccccn1 | -2
COCCNC(=O)C(OC(=O)c1ccco1)c1ccc(OC)cc1 (stereo unspecified) | 4
CCCS(=O)(=O)NC(=O)C1(C)CCN(C(=O)Cc2cccc3ccccc23)C1 (stereo unspecified) | -4
C=CCn1c(SCC(=O)Nc2ccc(O)cc2)nc2sc(C)c(C)c2c1=O | -2
CCCCNC(=O)C1(C)CCN1C(=O)Cc1cccc2ccccc12 (stereo unspecified) | 0
O=C(NNC(=O)c1ccccc1O)c1ccccc1O | 0
Cc1ccc(NC(=O)C(C)OC(=O)c2cc(=O)[nH]c3ccccc23)cc1S(=O)(=O)N1CCOCC1 (stereo unspecified) | 12
O=C(NCc1ccccc1F)c1ccc(S(=O)(=O)N2CCCC2)cc1 | 9
CC(=O)Nc1ccc2c(=O)n(-c3ccccc3)sc2c1 | 9
COc1ccc(Cl)cc1C=CC=NNS(=O)(=O)c1ccc(C)cc1 | -4
CC(=O)N1C[C@H]2CON(C)[C@H]2C[C@H]1c1cccc(-c2ccccc2C)c1 | 0
CC(/C=N/NC(=O)c1ccccn1)=C\c1ccco1 | 1
Cn1c(=S)c2[nH]c(SCCC(C)(C)C)nc2n(C)c1=O | 30
CC1(C(=O)N2CCCCC2)CCN1C(=O)Cc1ccc(-c2ccccc2)cc1 (stereo unspecified) | -1
CCCS(=O)(=O)NC(=O)C1(C)CCCN(C(=O)c2ccc(F)cc2Cl)C1 (stereo unspecified) | 8
O=C(CC(Nc1ccc(F)cc1)C(=O)OCC(=O)c1cccs1)c1ccccc1 (stereo unspecified) | 6
CC(C)C1C(=O)N(Cc2cn(CCC3OCCO3)nn2)CCS(=O)(=O)N1Cc1ccc(-c2cccc(N(C)C)c2)cc1 (stereo unspecified) | -3
O=C(Nc1ccc2c(c1)OCO2)C1Cc2c(-c3cccnc3)ccnc2O1 (stereo unspecified) | 2
CC(C)(C)OC(=O)N1CCc2onc(-c3ccc(Cl)cc3)c2C1=O | -2
Cc1cc(N=Nc2ccccc2)cc(C)c1NC(=O)C(F)(F)F | 6
CCCCn1nnnc1C(c1cc2ccccc2o1)N(C)Cc1ccc(Cl)cc1 (stereo unspecified) | 8
COc1ccccc1-c1cc2nc(NCCOc3ccccc3)ccn2n1 | -7
COc1ccc(/C(O)=C2/C(=O)C(=O)N(CCCN3CCOCC3)C2c2ccc(Cl)cc2)cc1 (stereo unspecified) | 5
OCCNc1ncnc2c1ncn2[C@H]1CN(Cc2ccncc2)C[C@@H](CO)O1 | -4
CCOC(=O)c1ccc(S(=O)(=O)N2CCN(C(=O)c3cccc(S(=O)(=O)N4CC(C)OC(C)C4)c3)CC2)cc1 (stereo unspecified) | 3
CCN(C)C1CN(Cc2cn(Cc3ccc(C(F)(F)F)cc3)nn2)S(=O)(=O)C1 (stereo unspecified) | 0
Cc1cn(CC(=O)N[C@H](C)c2cccc3ccccc23)c(=O)[nH]c1=O | 8
O=C(Nc1ccccc1)c1nc[nH]c1C(=O)Nc1ccccc1F | 7
CCc1ccc([C@H]2[C@@H]3C(=O)C[C@@H]4C(=O)N(Cc5ccccc5)C(=O)[C@@H]4[C@@H]3CN2S(=O)(=O)c2ccc(C)cc2)cc1 | 0
CC1(C(=O)NS(=O)(=O)c2ccccc2Cl)CCN1C(=O)Cc1ccccc1 (stereo unspecified) | -4
Cc1ccc(OCCN2CCC2(C)C(=O)Nc2ccc3c(c2)OCCO3)cc1 (stereo unspecified) | -2
O=C(NNc1ccc(C(F)(F)F)cc1[N+](=O)[O-])c1ccc(NS(=O)(=O)c2ccc(F)cc2)cc1 | 48*
CCCNC(=O)c1cc(S(=O)(=O)N2CCC3(CC2)OCCO3)ccc1F | -7
CC1=C(C(=O)N(C(C)C)C(C)C)CC(CC(=O)NCCCN(C)C)C(=O)N1Cc1ccc(C(C)(C)C)cc1 (stereo unspecified) | -8
c1ccc(-c2cnc(C3CCCCC3)o2)cc1 | 7
Cc1ccc(S(=O)(=O)N2C[C@H]3[C@H]4C(=O)N(c5ccccc5)C(=O)[C@H]4C[C@H](OC(=O)NC4CC4)[C@@]3(O)C2)cc1 | -2
Cc1cc(C)c(C)c(S(=O)(=O)N2CCC(C(=O)NCc3cccs3)CC2)c1C | 2
O=C(NCc1ccccc1)c1cc(C2CCCN(C(=O)CCCc3ccccc3)C2)on1 (stereo unspecified) | -1
O=C1CSC(=S)N1/N=C/c1cc(Br)c(O)c(Br)c1 | 3
CC1(C(=O)NCCc2ccccc2)Cc2c(-c3ccccc3)ccnc2O1 (stereo unspecified) | -6
COc1ccc(CN2C(=O)CCC2(C)c2nnnn2-c2ccc3c(c2)OCCO3)cc1 (stereo unspecified) | -3
Cc1cccc(C(=O)NC(=S)Nc2c(C)n(C)n(-c3ccccc3)c2=O)c1 | 0
COC(=O)N1CCCCC1c1cc(C(=O)Nc2ccccc2Cl)no1 (stereo unspecified) | 8
COc1cc(C)nc(Oc2ccc(=O)n(C)n2)n1 | -18
CSCCC(NC(=O)c1ccccc1Br)C(=O)N1CCN(C/C=C/c2ccccc2)CC1 (stereo unspecified) | -1
